# TSHR antag: antagonists of human thyroid stimulating hormone receptor | AID 504810 | TSHR-expressing cells, TSH-stimulated cAMP HTRF, 2 h; stronger effect = lower value | activity change, negative = inhibition, % at 11.5 µM | 0.2% of 330,000 active | P16473;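 active = activity change below a set negative limit, meaning inhibition stronger than a set level, cut at about -70% in these data; inconclusive = activity change between two set negative limits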; also: % is scaled to controls: 0 for no effect and ±100 for the full control effect
#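 Competitive HTRF cAMP read-out (cryptate anti-cAMP antibody, cAMP-d2; 30 min, room temperature) in freshly harvested TSHR cells. Compounds added before TSH at EC80 (4nM final), followed by 2 hours' incubation at 37 deg C.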
# A-T KAP1 phos: potential ataxia-telangiectasia treatment; […] A-T fibroblasts, KAP-1 phosphorylation AlphaLISA; neocarzinostatin DNA damage 30 min before lysis; Potency, µM (titrated, usually from 57.5 µM), for the others: at the highest dose activation, usual class: activators; 0.19% of 320,000 active; also: potency is read from the fitted curve at half-maximal effect; % of control where 0% means no effect; nearly all actives have a fitted effect of over 45% in size
#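 ATM-like activity read as KAP-1 phosphorylation via AlphaLISA donor/acceptor antibody pairs after lysis and 6 hr at 25C. Cells were ATM-null patient fibroblasts ([…], hTERT), dosed 60 min, then exposed to the DSB inducer NCS for 30 min.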
# KCNH2 3.1 inh: inhibitors of human KCNH2 3.1 potassium channel isoform. U2OS KCNH2 3.1, thallium flux FluxOr; stronger effect = lower value. activity change, % (tested at about 1.8 µM). 0.95% of 340,000 active. AID 720553;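 active = maximum activity change below -70%; inconclusive = maximum activity change from -70% to -50%; inactive = maximum activity change above -50%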;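 also: thallium influx rate constant from kinetic fluorescence after stimulation buffer; % is scaled to controls: 0 for no effect and ±100 for the full control effect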
#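 Normalized rate constant (relative to positive and negative DMSO controls) derived from a 2 min kinetic fluorescence read after stimulation; U2OS cells expressing the 3.1 isoform via virus at 1.77 x 10^8 /mL.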
# TCR act: activates T cell receptor signaling. primary human leukocytes, anti-CD3, IL-2 HTRF, 48 h. Potency, µM (highest dose often 9.22 µM), for the others: at the top dose activation of IL-2 secretion, usual class: activators. 330,000 tested, under 10 active; also: % of control where 0% means no effect
#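 IL-2 release read by HTRF sandwich (Eu cryptate donor, d2 acceptor, 665 nm emission) after 48 hr exposure of primary human leukocytes to compound together with anti-CD3 beads in the absence of co-stimulatory signals.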
# TRPV1 agonist: agonists of human vanilloid receptor 1 (TRPV1); Q8NER1; TRPV1-expressing cells, Fluo-8 calcium influx, agonist mode; activation, % at 8.33 µM; 0.19% of 320,000 active; AID 540275; in the data active = activation above about 80%; inconclusive = between about 30% and that limit; also: 0% is about no effect
#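 Fluo-8 calcium influx in TRPV1-expressing cells, kinetic read (ex 480/em 520 nm). Compound added and read 3 min for agonist activity, followed by capsaicin at EC20 final and 2 min further read for enhancement.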
# KCNH2 WT inh: KCNH2 (human, wildtype) channel inhibition. Q12809. U2OS, BacMam KCNH2, thallium flux FluxOr; stronger effect = lower value. activity change, % at 1.84 µM. 0.37% of 340,000 active;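 active = maximum activity change below -70%; inconclusive = maximum activity change between -70% and -50%; inactive = maximum activity change above -50%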; also: % is scaled to controls: 0 for no effect and ±100 for the full control effect
#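 U2OS cells transduced with wild-type KCNH2 virus are loaded with FluxOr dye for 45 min, and thallium flux is measured in kinetic reads before and after stimulation buffer. Rate constants are normalized to DMSO controls.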
# Mito fusion yeast: inhibitors of mitochondrial division or activators of mitochondrial fusion; S. cerevisiae fusion-defective mutant growth rescue, CellTiterGlo 48 h; Potency, µM (top dose mostly 46.1 µM), without a hit: at the highest dose growth rescue (activation), hits mostly activators; 0.23% of 320,000 active; AID 485298;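 also: potency is read from the fitted curve at half-maximal effect; % of control where 0% means no effect; nearly all actives have a fitted effect of over 45% in size; temperature-sensitive fusion mutants such as fzo1-1 at 37 °C on non-fermentable ethanol glycerol medium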
#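 Growth-rescue viability read-out: after 48 h at the non-permissive 37C in glycerol/ethanol YPEG, yeast mitochondrial fusion mutants are measured by CellTiterGlo luminescence; compounds (23 nl pinned per well) restoring growth score as division inhibitors or fusion activators.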
# ELG1 DNA repair: ELG1-dependent DNA repair inhibition; HEK293T ELG1-luciferase reporter, luminescence, 16 h; DNA damage induced by 5-fluorouridine; Potency, µM (top dose mostly 46.1 µM), without a hit: top-dose activity change, negative = inhibition, actives largely listed as inhibitors; 2.3% of 330,000 active; AID 504467; also: potency is read from the fitted curve at half-maximal effect; % is scaled to controls: 0 for no effect and ±100 for the full control effect; nearly all actives have a fitted effect of over 55% in size
#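 Cells (2,000 per well) received 5-fluorouridine plus test compound or DMSO and were incubated 16 hr at 37 °C, 5% CO2. Luciferase activity was read by luminescence 30 min after ONE-Glo addition; signal suppression marked inhibition of damage-induced ELG1 function.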
# Eya2 phos inh: blocks the phosphatase activity of human Eya2 | O00167 | recombinant Eya2, OMFP fluorescence dephosphorylation (OMFP is methylfluorescein phosphate) | Potency, µM (top dose mostly 76.9 µM), inactives show at the highest dose activity, negative = inhibition, actives largely listed as inhibitors | 0.006% of 330,000 active; also: potency is read from the fitted curve at half-maximal effect; % is scaled to controls: 0 for no effect and ±100 for the full control effect
#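 Eya2 (0.2 uM) preincubated 10 min at ambient with compound, then OMFP substrate added at 50 uM; 10 min reaction in 50 mM HEPES pH 7.5, 50 mM NaCl, 5 uM MgCl2, 0.05% BSA, 1 mM DTT. Fluorescence read at Ex 485/Em 525 nm.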
# USP2a block: blocks human ubiquitin-specific protease USP2a; O75604; USP2 core, Ub-CHOP2 coupled fluorogenic reporter, 485/531; Potency, µM (doses to about 38.3 µM), without a hit: top-dose activity change, negative = inhibition, hits mostly inhibitors; 0.01% of 330,000 active;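 also: potency is read from the fitted curve at half-maximal effect; plate controls were DMSO wells for no effect and full inhibition by NEM control for full effect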
# Target sequence (O75604 whole entry, looked up): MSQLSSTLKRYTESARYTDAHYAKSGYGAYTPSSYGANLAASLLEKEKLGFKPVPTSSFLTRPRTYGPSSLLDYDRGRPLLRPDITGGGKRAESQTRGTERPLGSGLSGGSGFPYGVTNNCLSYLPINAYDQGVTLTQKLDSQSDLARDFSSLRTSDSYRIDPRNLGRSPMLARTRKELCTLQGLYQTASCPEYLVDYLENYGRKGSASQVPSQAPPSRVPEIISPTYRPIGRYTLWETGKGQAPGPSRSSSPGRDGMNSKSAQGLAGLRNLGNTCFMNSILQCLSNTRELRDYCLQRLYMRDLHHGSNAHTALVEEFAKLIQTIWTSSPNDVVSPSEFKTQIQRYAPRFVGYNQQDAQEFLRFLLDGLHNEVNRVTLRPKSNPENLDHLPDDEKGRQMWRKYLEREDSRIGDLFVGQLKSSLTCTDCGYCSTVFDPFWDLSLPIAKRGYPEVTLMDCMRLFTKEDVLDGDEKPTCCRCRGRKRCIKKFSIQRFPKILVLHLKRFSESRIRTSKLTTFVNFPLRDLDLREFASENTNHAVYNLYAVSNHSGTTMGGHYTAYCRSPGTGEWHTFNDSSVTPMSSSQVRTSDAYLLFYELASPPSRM
#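 USP2 core (10nM final) preincubated 30min RT with compound in 20mM Tris-HCl pH 8.0, 2mM CaCl2, 2mM beta-mercaptoethanol, 0.05% CHAPS; 25nM Ub-CHOP2 plus 25nM reporter substrate added, fluorescence (Ex485/Em531) read after 60min.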
# Numbers without * were called inactive; ? = inconclusive; . = no result given; [ ] = remark or other dose. Unless noted, calls follow the shape of the dose curve; as a rule, active = well fitted curve in the direction sought with a large enough effect; inconclusive = small, poorly fitted or top-dose-only effect, or another doubt; inactive = no such curve, though single readings can be large; an effect the other way counts as inactive or inconclusive. Some of the compounds tested; rates above refer to the full screens.
# A first look:
smiles	TSHR antag	A-T KAP1 phos	KCNH2 3.1 inh	TCR act	TRPV1 agonist	KCNH2 WT inh	Mito fusion yeast	ELG1 DNA repair	Eya2 phos inh	USP2a block
CSCCC(NS(=O)(=O)c1ccc2c(c1)OCCO2)C(=O)NCCc1ccccn1 (configuration not stated)	13	30%	-20	3%	.	1	0%	-7%	-4%	2%
COc1ccc(OC)c(S(=O)(=O)N2CCN(c3ccccn3)CC2)c1	29	11%	-18	7%	0	-7	2%	-18%	5%	-11%
CCN(CC)N=Nc1cccc(NC(C)=O)c1	16	1%	-5	-7%	0	-7	0%	?	0%	1%
NC(=O)C1CCN(S(=O)(=O)c2cccc(C(=O)O)c2)CC1	-10	-4%	3	3%	1	7	-2%	6%	-10%	1%
COc1ccc(NC(=O)N(C)C[C@H]2Oc3c(NC(=O)NC(C)C)cccc3C(=O)N([C@H](C)CO)C[C@@H]2C)cc1	24	10%	6	-3%	.	-6	.	-15%	20%	2%
Cc1c(-n2c(SCC(C)C)nc3ccccc3c2=O)c(=O)n(-c2ccccc2)n1C	-6	-1%	-4	0%	1	-4	-1%	-13%	1%	0%
CC(c1ccc(F)cc1)n1cc(C(=O)NCc2ccccn2)nn1 (configuration not stated)	-5	-4%	-9	7%	-5	.	8%	-4%	4%	2%

# The list itself, previewed entries included:
smiles	TSHR antag	A-T KAP1 phos	KCNH2 3.1 inh	TCR act	TRPV1 agonist	KCNH2 WT inh	Mito fusion yeast	ELG1 DNA repair	Eya2 phos inh	USP2a block
CSCCC(NS(=O)(=O)c1ccc2c(c1)OCCO2)C(=O)NCCc1ccccn1 (configuration not stated)	13	30%	-20	3%	.	1	0%	-7%	-4%	2%
COc1ccc(OC)c(S(=O)(=O)N2CCN(c3ccccn3)CC2)c1	29	11%	-18	7%	0	-7	2%	-18%	5%	-11%
CCN(CC)N=Nc1cccc(NC(C)=O)c1	16	1%	-5	-7%	0	-7	0%	?	0%	1%
NC(=O)C1CCN(S(=O)(=O)c2cccc(C(=O)O)c2)CC1	-10	-4%	3	3%	1	7	-2%	6%	-10%	1%
COc1ccc(NC(=O)N(C)C[C@H]2Oc3c(NC(=O)NC(C)C)cccc3C(=O)N([C@H](C)CO)C[C@@H]2C)cc1	24	10%	6	-3%	.	-6	.	-15%	20%	2%
Cc1c(-n2c(SCC(C)C)nc3ccccc3c2=O)c(=O)n(-c2ccccc2)n1C	-6	-1%	-4	0%	1	-4	-1%	-13%	1%	0%
CC(c1ccc(F)cc1)n1cc(C(=O)NCc2ccccn2)nn1 (configuration not stated)	-5	-4%	-9	7%	-5	.	8%	-4%	4%	2%
Cn1c2ccccc2c2nnc(SCC(=O)Nc3cccc(O)c3)nc21	2	-11%	-8	-6%	-5	0	-1%	-2%	2%	0%
CCN1C(=O)c2ccc(C(=O)Nc3ccc4c(c3)OCO4)cc2C1=O	-4	-4%	-11	-2%	22	-2	1%	?	-2%	0%
Cc1ccc(S(=O)(=O)N(C)c2ccccc2C(=O)NC2CCCC2)cc1	-26	2%	-3	0%[46.1 µM]	4	0	10%	0%	-3%	-2%
Cc1ccccc1Nc1nc(N)nc(CN(C)Cc2ccccc2Cl)n1	4	-4%	-28	1%[46.1 µM]	3	-6	-3%	?	-4%	1%
Cc1cc(CN(C)Cc2ccc(OCC(O)CN(C)Cc3ccccc3)cc2)on1 (configuration not stated)	-4	-1%	-5	.	-1	-4	-6%	1%	11%	9%
CC(C)(C)NC(=O)C(c1ccc(O)cc1)N(Cc1ccccc1)C(=O)CCC(=O)Nc1nccs1 (configuration not stated)	-98*	1%	9	-6%	1	-3	-2%	-7%	-18%	3%
CC1CCN(C(=O)CN2C(=O)c3ccccc3S2(=O)=O)CC1	0	-8%	2	1%	0	2	-1%	?	-14%	1%
COc1ccc(Cl)cc1C(=O)N(Cc1nc(-c2cccc(C)c2)no1)C(C)C	-7	6%	-11	2%	.	4	13%	?	-7%	1%
CCC(=O)N1CCc2cc(S(=O)(=O)CCC(=O)NCCc3ccc(OC)c(OC)c3)ccc21	7	-1%	7	-2%	1	-3	0%	0%	16%	1%
C=CCn1c(C)cc(/C([O-])=C(/C(=S)Nc2ccc(OC(F)F)cc2)[n+]2ccc(N(C)C)cc2)c1C	7	-4%	-39	-3%	3	-23	4%	7%	-3%	-1%
CC(C(=O)N1CCCCC1)n1ncn2cccc2c1=O (configuration not stated)	-5	3%	-1	-3%[46.1 µM]	-2	-10	-2%	3%	3%	2%
CC1(C)CC2CC(C)(CN2c2ncnc3ccccc23)C1 (configuration not stated)	-26	1%	8	-1%	19	7	6%	?	-11%	2%
O=C(Nc1ccc(Br)cc1F)C1CCCN(S(=O)(=O)c2cnc[nH]2)C1 (configuration not stated)	8	13%	4	14%	1	-2	1%	-25%	12%	1%
Cc1cccc(NC(=O)CSc2nnc(-c3ccccc3Br)o2)c1C	-5	11%	-4	7%	-3	1	1%	5%	-5%	-9%
O=C(N/N=C/c1cc(Cl)cc([N+](=O)[O-])c1O)c1cccc(S(=O)(=O)N2CCOCC2)c1	-8	-16%	-3	-4%	7	2	7%	-29%	6%	2%
CC(C)C1S/C(=N/N=C/c2cccs2)NC1=O (configuration not stated)	13	-6%	.	1%	0	39	5%	0%	9%	-1%
CCOC(=O)CSc1nnc(C)n1N	5	-1%	8	4%	0	0	-3%	7%	12%	0%
CCCCNC(=S)N/N=C1\CCCCc2ccccc21	-6	8%	-13	10%[46.1 µM]	16	-8	23%	-12%	-1%	0%
Cc1cccc(C(=O)Oc2ccccc2/C=N/Nc2ccc([N+](=O)[O-])cc2)c1	-8	4%	-1	2%[46.1 µM]	-1	-2	0%	?	-3%	7%
COc1cccc(NC(=O)COC(=O)c2nc(Cl)ccc2Cl)c1	1	10%	5	0%	1	-1	4%	4%	11%	0%
O=C(CCNS(=O)(=O)c1ccccc1)NNC(=O)COc1ccc(Cl)cc1	-11	3%	7	.	-2	6	3%	-1%	-10%	0%
Cc1cccc(CCN2C(N(C)C)=NC[C@@H]2CC(C)C)c1	2	8%	6	3%	1	28	-3%	-7%	-21%	3%
Cc1ccc(S(=O)(=O)N2CCOCC2)cc1C(=O)OCC(=O)NC1CCCC(C)C1C (configuration not stated)	-21	0%	-1	2%	10	-3	2%	?	-11%	1%
Cc1ccc(C)c(S(=O)(=O)NCc2ccc3c(c2)OCO3)c1	-11	?	-7	11%	-4	-18	0%	1%	6%	-1%
O=C1CN(C(=O)COc2cccc(F)c2)c2ccccc2N1	-7	1%	.	14%[46.1 µM]	2	.	-5%	?	1%	-8%
O=C(NC(=S)Nc1ccc(N2CCOCC2)cc1)c1cccc([N+](=O)[O-])c1	2	-8%	-22	-6%[46.1 µM]	1	-1	-2%	-9%	5%	0%
CCOC(=O)c1c(NC(=O)CSc2nnc(CNc3ccc(F)cc3)o2)sc(C)c1C	-7	-1%	-14	3%	0	-2	6%	?	17%	-16%
CCC(CC)NC(=O)CO/N=C/c1ccccc1OC(F)F	-9	7%	-6	0%[46.1 µM]	3	-32	6%	10%	-2%	8%
O=C(Nc1ccnn1C1CCN(Cc2cccc(OCCO)c2)CC1)C1CCOC1 (configuration not stated)	8	13%	5	-2%	-2	-3	-1%	2%	8%	-3%
COc1ccc(Cl)cc1S(=O)(=O)N(C)CC(=O)NCCCn1ccnc1	-1	26%	0	1%	-1	0	0%	-4%	17%	1%
Cc1cccc(NC(=O)C(=O)N/N=C/c2ccncc2)c1	5	1%	.	1%	21	19	3%	0%	3%	2%
O=C(COC(=O)CCC1CCCC1)Nc1ccc(F)cc1	-4	2%	14	-4%	30	1	3%	9%	6%	2%
O=C(Nc1ccccn1)c1ccc(Cl)c(S(=O)(=O)N2CCc3ccccc32)c1	51	17%	3	-4%	-5	4	15%	?	3%	1%
COc1ccccc1/C=C(\C)C(=O)c1c(C)cc(C)[nH]c1=O	-4	-17%	8	-3%	-1	-19	2%	-5%	1%	2%
COc1cc(C(C)=O)ccc1COc1ccc(C(=O)OCC(N)=O)cc1OC	5	-2%	-3	-3%[46.1 µM]	-8	-6	-27%	?	-1%	9%

# Compound activity (PubChem BioAssay)
